Compound activity (PubChem)
USP2a inh: inhibitors of human ubiquitin-specific protease USP2a. USP2 core, Ub-CHOP2 coupled fluorogenic reporter, 485/531. AID 463254. hit rate 0.01% among 330,000. Potency, µM (doses to about 38.3 µM), for the others: top-dose activity change, negative = inhibition, actives largely listed as inhibitors. O75604;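 note: potency is the fitted concentration of half-maximal effect; plate controls were DMSO wells for no effect and full inhibition by NEM control for full effect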
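Cell-free coupled assay: 10nM USP2 core preincubated 30min RT with compound in Tris-HCl pH 8.0/CaCl2/CHAPS buffer, then 25nM Ub-CHOP2 and 25nM reporter substrate; fluorescence (Ex 485/Em 531) read after 60min RT, normalized to NEM inhibition, concentration-response curves fitted.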
BCR signal inh: inhibitors of chronic active B-cell receptor signaling | AID 493014 | ABC-DLBCL IkBa-CBG/CBR reporter, luminescence ratio, 4 h | hit rate 0.05% among 340,000 | Potency, µM (series often up to 46.1 µM), for inactives: at the highest dose ratio change, negative = lower green/red ratio, usual class: inhibitors; active = well fitted inhibition curve with a large enough effect in the signal ratio, with a control signal flat, not every such curve was filed as active; inconclusive = small, poorly fitted or top-dose-only effect, or effect the other way, or a change in a side signal; the % refers to the signal ratio;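 note: potency is the fitted concentration of half-maximal effect; plate controls were basal doxycycline-induced cells for no effect and cells given 10 µM MG132 for full effect; MG132 reads +100%, hits lower the ratio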
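TMD8 ABC-DLBCL cells carrying doxycycline-inducible green luciferase fused to IkappaBalpha plus unfused red luciferase were exposed to compounds (up to 46 uM) for 4 hrs at 37C. Activity came from the overlap-corrected green/red luminescence ratio.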
Mito fusion yeast: blocks mitochondrial division or promotes mitochondrial fusion; S. cerevisiae fusion-defective mutant growth rescue, CellTiterGlo 48 h; Potency, µM (titrated, usually from 46.1 µM), for the others: at the top dose growth rescue (activation), most hits filed as activators; hit rate 0.23% among 320,000;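 note: potency is the fitted concentration of half-maximal effect; % of control where 0% means no effect; nearly all actives have a fitted effect of over 45% in size; temperature-sensitive fusion mutants such as fzo1-1 at 37 °C on non-fermentable ethanol glycerol medium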
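Growth-rescue viability read-out: after 48 h at the non-permissive 37C in glycerol/ethanol YPEG, yeast mitochondrial fusion mutants are measured by CellTiterGlo luminescence; compounds (23 nl pinned per well) restoring growth score as division inhibitors or fusion activators.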
Eya2 phos inh: inhibitors of human Eya2 phosphatase activity. O00167. recombinant Eya2, OMFP fluorescence dephosphorylation (OMFP is methylfluorescein phosphate). Potency, µM (doses to about 76.9 µM), for inactives: at the top dose activity, negative = inhibition, hits mostly inhibitors. hit rate 0.006% among 330,000. AID 488837; note: potency is the fitted concentration of half-maximal effect; % is set by controls: 0 for no effect and ±100 for the full control effect
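Eya2 protein (added as 0.2 uM solution) was preincubated with compound for 10 min at ambient temperature in 50 mM HEPES pH 7.5, 50 mM NaCl, 5 uM MgCl2, 0.05% BSA, 1 mM DTT. OMFP (added at 50 uM) then reacted 10 min; fluorescence read at 485/525 nm.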
Tb PFK inh: inhibitors of T. brucei phosphofructokinase; O15648; hit rate 0.17% among 330,000; Potency, µM (series often up to 57.5 µM), for the others: at the highest dose activity, negative = inhibition, usual class: inhibitors; AID 485367; T. brucei PFK, ADP-Glo luminescence;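 note: potency is the fitted concentration of half-maximal effect; 0% = uninhibited 1x PFK enzyme wells and -100% = no-enzyme wells; nearly all actives have a fitted effect of over 60% in size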
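ADP-Glo luminescence quantified ADP after 45 min at room temperature, with 1.25 nM T. brucei PFK, 0.1 mM ATP and 0.5 mM fructose-6-phosphate in pH 8.0 TEA buffer. qHTS titrations up to 57 µM; curves classified by quality.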
B2AR arrestin: recruits beta-arrestin to the human beta2-adrenergic receptor | P07550 | beta-arrestin recruitment to beta2AR, cell-based reporter | Potency, µM (titrated, usually from 46.1 µM), without a hit: at the highest dose activation, actives largely listed as activators | hit rate 0.02% among 330,000 | AID 492947;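 note: potency is the fitted concentration of half-maximal effect; 0% = DMSO controls and full agonism = EC100 isoproterenol or metaproterenol; nearly all actives have a fitted effect of over 65% in size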
Target sequence (P07550 whole entry, looked up): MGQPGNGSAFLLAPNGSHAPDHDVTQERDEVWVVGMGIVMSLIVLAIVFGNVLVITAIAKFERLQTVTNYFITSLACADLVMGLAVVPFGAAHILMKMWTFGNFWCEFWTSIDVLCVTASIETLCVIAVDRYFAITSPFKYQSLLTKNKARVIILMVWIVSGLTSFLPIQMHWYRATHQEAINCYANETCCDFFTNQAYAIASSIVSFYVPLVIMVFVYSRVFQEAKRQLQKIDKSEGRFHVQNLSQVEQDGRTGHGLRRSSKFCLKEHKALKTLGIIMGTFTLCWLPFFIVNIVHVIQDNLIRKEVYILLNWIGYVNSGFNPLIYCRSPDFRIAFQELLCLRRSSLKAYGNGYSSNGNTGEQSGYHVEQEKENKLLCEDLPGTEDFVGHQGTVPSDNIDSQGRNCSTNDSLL
TSHR antagonist: blocks TSH signaling through the human TSH receptor; P16473; TSHR-expressing cells, TSH-stimulated cAMP HTRF, 2 h; stronger effect = lower value; activity change, negative = inhibition, % at 11.5 µM; hit rate 0.2% among 330,000; AID 504810;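 active = activity change below a set negative limit, meaning inhibition stronger than a set level, cut at about -70% in these data; inconclusive = activity change between two set negative limits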; note: % is set by controls: 0 for no effect and ±100 for the full control effect
Target sequence (P16473 whole entry, looked up): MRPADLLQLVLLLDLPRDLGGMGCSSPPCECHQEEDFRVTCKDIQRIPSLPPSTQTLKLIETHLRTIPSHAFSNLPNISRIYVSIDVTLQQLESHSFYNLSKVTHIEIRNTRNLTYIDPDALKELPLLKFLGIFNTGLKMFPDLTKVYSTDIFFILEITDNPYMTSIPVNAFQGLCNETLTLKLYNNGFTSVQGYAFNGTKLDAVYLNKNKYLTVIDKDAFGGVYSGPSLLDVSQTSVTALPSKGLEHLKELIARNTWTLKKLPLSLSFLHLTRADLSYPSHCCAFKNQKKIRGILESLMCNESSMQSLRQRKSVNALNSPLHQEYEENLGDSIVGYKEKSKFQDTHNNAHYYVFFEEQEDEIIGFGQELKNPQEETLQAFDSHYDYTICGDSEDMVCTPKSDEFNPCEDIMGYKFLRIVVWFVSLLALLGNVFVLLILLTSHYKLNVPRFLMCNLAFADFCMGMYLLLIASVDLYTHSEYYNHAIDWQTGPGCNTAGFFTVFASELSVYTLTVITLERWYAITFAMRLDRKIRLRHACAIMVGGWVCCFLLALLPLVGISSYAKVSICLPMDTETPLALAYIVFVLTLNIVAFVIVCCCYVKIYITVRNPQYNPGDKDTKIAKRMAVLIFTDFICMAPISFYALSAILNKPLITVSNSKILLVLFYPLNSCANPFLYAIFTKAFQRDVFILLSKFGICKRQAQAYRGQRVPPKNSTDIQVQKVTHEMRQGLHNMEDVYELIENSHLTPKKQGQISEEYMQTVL
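Freshly harvested TSHR cells receive pin-tooled compound, then EC80 TSH at 4nM final. After 2 hours at 37 deg C, antibody in lysis buffer and cAMP-d2 are added; 30 minutes at ambient temperature precede the HTRF read.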
uPA generation: cell surface uPA generation inhibition. cell surface uPA generation assay, qHTS. Potency, µM (series often up to 38.3 µM), inactives show at the top dose activity change, negative = inhibition, most hits filed as inhibitors. hit rate 0.31% among 330,000. AID 540303; active = well fitted inhibition curve with a large enough effect; inconclusive = small, poorly fitted or top-dose-only effect; inactive = no such curve, though single readings can be large or run the other way; tested in mouse RAW 264.7 cells; note: potency is the fitted concentration of half-maximal effect; % is set by controls: 0 for no effect and ±100 for the full control effect; nearly all actives have a fitted effect of over 55% in size
PTAP TSG101 blk: blocks PTAP/TSG101 interaction to inhibit HIV-1 budding | 340,000 tested, under 10 active | AID 493005 | Potency, µM (series often up to 115 µM), without a hit: at the highest dose activity change, negative = inhibition, usual class: inhibitors | Fluorescence polarization, FITC-PTAP peptide / Tsg101 binding | Q99816; active = well fitted inhibition curve with a large enough effect in the main read-out, with a control signal flat, not every such curve was filed as active; inconclusive = small, poorly fitted or top-dose-only effect, or effect the other way, or a change in a side signal; inactive = no such curve, though single readings can be large or run the other way; note: potency is the fitted concentration of half-maximal effect; % of control where 0% means no effect
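Fluorescence polarization binding of Tsg101 binding domain (10 uM final) to FITC-labeled PTAP peptide (50 nM final) in HEPES pH 7.5 buffer with NaCl, Tween 20, EDTA, TCEP. Compounds added before peptide; binding 20 min at RT.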
TCR activator: activators of T cell receptors. primary human leukocytes, anti-CD3, IL-2 HTRF, 48 h. Potency, µM (top dose mostly 9.22 µM), for inactives: at the top dose activation of IL-2 secretion, most hits filed as activators. 330,000 tested, under 10 active; note: % of control where 0% means no effect
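Readout: HTRF IL-2, Eu-cryptate/d2 antibody pair, 320nm excitation, 665nm emission. Stimulus: a-CD3 beads, no co-stimulation. Cells: primary human leukocytes. Exposure: 48 hr with compound.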
ELG1 DNA repair: ELG1-dependent DNA repair inhibition | HEK293T ELG1-luciferase reporter, luminescence, 16 h; DNA damage induced by 5-fluorouridine | Potency, µM (series often up to 46.1 µM), for inactives: top-dose activity change, negative = inhibition, usual class: inhibitors | hit rate 2.3% among 330,000; note: potency is the fitted concentration of half-maximal effect; % is set by controls: 0 for no effect and ±100 for the full control effect; nearly all actives have a fitted effect of over 55% in size
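In this reporter screen, reduction of luminescence relative to DMSO vehicle indicated activity. Compounds and 5-fluorouridine were added together to 2,000 cells per well, incubated for 16 hr at 37 °C, then developed with ONE-Glo.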
* marks the source's active call; other numbers are inactive results; ? = inconclusive; · = not tested or not shown; [ ] = another dose, or the depositor's remark. Unless noted, calls come from the whole dose curve; as a rule, active = well fitted curve in the direction sought with a large enough effect; inconclusive = small, poorly fitted or top-dose-only effect, or another doubt; inactive = no such curve, though single readings can be large; an effect the other way counts as inactive or inconclusive.

SMILES | USP2a inh | BCR signal inh | Mito fusion yeast | Eya2 phos inh | Tb PFK inh | B2AR arrestin | TSHR antagonist | uPA generation | PTAP TSG101 blk | TCR activator | ELG1 DNA repair
Cc1cc(C)c(C(=O)Nc2ccc(C)c(C)c2)c(CC(C)(C)C(=O)O)c1 | 0.9% | -1.9% | -0.5% | 13.7% | -2.6% | -0.7% | 5.6 | -9.2% | -1.2% | -1.6% | -3.3%
CC(=O)Nc1ccc(NC(=O)C(NS(=O)(=O)c2cccc3nsnc23)C(C)C)cc1 (configuration not stated) | 2.9% | 3.7% | 0.6% | 1.6% | 1.2% | 0.0% | 10.3 | -1.0% | -3.6% | 6.0% | ?
O=C1CC(c2ccccc2)n2nc(N3C(=O)c4ccccc4C3=O)nc2N1 (configuration not stated) | 0.4% | -3.7% | -0.7% | -0.4% | 1.5% | -0.2% | -2.3 | 3.2% | -0.4% | -2.4% | -1.5%
O=C(Nc1nnc(-c2ccc(F)cc2)o1)c1cccc([N+](=O)[O-])c1 | -1.1% | ? | 2.5% | -13.6% | 2.4% | 0.0% | 4.4 | -3.5% | 2.0% | -0.3% | ?
O=C1COc2ccc(C(=O)COC(=O)c3cc(S(=O)(=O)N4CCOCC4)ccc3F)cc2N1 | 0.5% | -0.9% | -0.9% | -11.3% | -5.2% | 1.2% | -8.8 | -0.4% | 1.3% | -3.3% | 31.5%
Clc1ccc(C2CC(c3cccs3)n3ncnc3N2)cc1Cl (configuration not stated) | -0.5% | -8.7% | -2.1% | -22.2% | -0.4% | -0.3% | -7.7 | -9.2% | -9.1% | 5.3% | -0.5%
Cc1cc(C)cc(C(=O)Nc2nnc(SCC(=O)N3CCCc4ccccc43)s2)c1 | -1.8% | 17.3% | ? | -13.6% | -6.3% | 0.0% | 25.4 | -8.7% | -0.8% | -1.8%[46.1 µM] | -5.3%
CC(C)c1nnc(NC(=O)C2CCN(C(=O)c3ccco3)CC2)s1 | -0.6% | ? | -2.5% | 3.2% | 1.1% | 0.2% | 8.8 | 2.2% | 0.4% | 10.4% | -9.4%
Cc1ccc(CNC(=O)C2CCCN(S(=O)(=O)c3ccc(-n4cnnn4)cc3)C2)cc1 (configuration not stated) | 2.2% | 4.1% | 1.9% | -3.7% | -2.0% | -0.4% | -4.7 | 0.6% | -1.2% | -6.8% | 6.5%
COC(=O)c1c(N)nc(C)n1-c1ccc(OC)cc1 | -0.4% | 2.2% | -4.3% | 3.4% | -6.7% | -0.1% | 3.6 | 0.4% | 4.1% | 9.9% | -1.6%
COc1ccc(Cl)c(Cn2c(NCCCN(C)C)nc3c2c(=O)n(C)c(=O)n3C)c1 | -0.2% | -1.6% | -2.1% | 15.8% | 12.1% | 0.1% | -0.2 | -0.1% | 0.2% | -13.2% | 4.6%
Cc1ccc(N2CC(C(=O)OCC(=O)c3ccc(C)c([N+](=O)[O-])c3)CC2=O)cc1 (configuration not stated) | 3.0% | -2.6% | -2.6% | 2.0% | -2.1% | -2.4% | 6.5 | 0.2% | -3.9% | -5.2% | -1.7%
S=c1[nH]nc(-c2cc(-c3ccccc3)n[nH]2)n1/N=C/c1cccs1 | 2.5% | 15.1% | 0.2% | -6.5% | 0.1% | -0.3% | -14.4 | 3.0% | -5.1% | 2.8% | -6.5%
CC(C)n1ncc2c(C(=O)N3CCN(c4ccc(F)cc4)CC3)cc(-c3ccccc3)nc21 | 2.2% | -0.6% | 18.1% | 4.7% | 3.6% | 0.1% | 16.3 | 13.0% | -2.3% | 0.2% | ?
O=C(Nc1ccc2c(c1)CCCN2C(=O)c1cccs1)c1ccccc1 | 0.5% | ? | 14.8% | 3.7% | -3.0% | -0.8% | -0.6 | -3.0% | -8.8% | 2.0% | ?
O=C(CSc1nnc(Nc2ccccc2F)s1)NCC1CCCO1 (configuration not stated) | 0.3% | -0.7% | · | -6.3% | -2.3% | 0.0% | -1.2 | -3.9% | -4.0% | 2.9% | ?
CC(C)CC(=O)Nc1nnc(SCC(=O)NCc2ccco2)s1 | 6.4% | -1.9% | -4.7% | 1.7% | 0.0% | -0.4% | 1.5 | -6.4% | -0.4% | 5.1%[46.1 µM] | -1.3%
CCN1CCCC1CNC(=O)CSCc1nc(-c2ccccc2C)oc1C (configuration not stated) | 2.8% | -13.0% | -3.0% | -16.5% | 0.0% | -0.1% | 21.8 | 1.3% | 0.3% | -0.2% | -2.5%
COC(=O)CC1(C(=O)OC)Oc2ccc(Br)cc2C(=O)N1c1cc(Cl)cc(Cl)c1 (configuration not stated) | -4.3% | -15.8% | 0.4% | 11.8% | -15.6% | -0.3% | 4.3 | 3.4% | -3.8% | -2.3% | ?
O=C(N/N=C/c1ccccc1Cl)C1CC1 | -0.5% | 0.0% | -2.5% | 1.7% | -5.6% | 0.1% | -12.1 | 1.9% | -0.3% | 7.3% | -0.5%
CCOc1ccc(S(=O)(=O)N2CCc3cc(OC)c(OC)cc3C2)cc1 | 1.0% | -6.1% | ? | 3.4% | 0.6% | -0.1% | 5.6 | -3.0% | ? | 6.2%[46.1 µM] | -14.2%
COc1ccc(C)cc1NC(=S)NN1CCN(C)CC1 | 1.2% | -8.1% | -4.0% | 6.7% | -1.1% | -0.1% | -1.5 | 2.8% | -0.2% | 5.6% | 13.2%
O=C(NC(Cc1ccccc1)C(=O)O)/C(=C/c1ccccc1)NC(=O)c1ccccc1 (configuration not stated) | 1.8% | -13.8% | 1.0% | 5.0% | -7.7% | -0.5% | -3.6 | 4.0% | 1.7% | -1.3%[46.1 µM] | 3.2%
CCOC(=O)Cc1csc(NC(=O)c2cc(C)cc(C)c2)n1 | 2.1% | ? | 11.9% | ? | -4.5% | -1.8% | -6.2 | -6.4% | -0.9% | · | 0.0%
CC(C)COc1ccc(C(=O)Nc2ncn[nH]2)cc1 | 0.2% | ? | 2.5% | 8.3% | -1.8% | -0.7% | 43.4 | 2.1% | 2.7% | · | ?

Other entries:
SMILES | USP2a inh | BCR signal inh | Mito fusion yeast | Eya2 phos inh | Tb PFK inh | B2AR arrestin | TSHR antagonist | uPA generation | PTAP TSG101 blk | TCR activator | ELG1 DNA repair
O=S(=O)(N/N=C/c1ccc(N2CCOCC2)cc1)c1ccc(Br)cc1 | 1.1% | 0.3% | 2.9% | 4.1% | 0.0% | 0.4% | -5.8 | 13.8% | -4.9% | 5.1% | -3.8%
C=CCSC(CC)(CC)C(N)=O | 3.4% | -13.5% | -3.2% | 23.2% | -4.3% | -0.6% | -2.3 | 0.9% | 3.4% | -1.0% | 1.6%
COc1ccccc1Nc1cc(C)nc2c(C)ccc([N+](=O)[O-])c12 | -0.5% | 0.0% | 18.7% | -3.7% | -0.4% | -0.4% | -14.3 | -13.4% | -1.4% | 0.9%[46.1 µM] | -17.3%
CC(=O)N1CCCc2cc(S(=O)(=O)N3CCN(C4CCCCC4)CC3)ccc21 | -0.4% | 0.0% | 2.0% | -15.8% | -8.0% | -0.3% | 9.8 | 0.6% | -9.6% | 4.7% | -3.8%
COCCn1c(SCC(=O)NC2CCCCC2)nnc1-c1ccncc1 | 0.4% | 0.0% | -7.8% | 5.7% | -2.7% | -0.1% | 1.7 | -3.6% | -5.1% | -1.4% | 8.7%
CC(C)c1cc(C(=O)Nc2ccc3c(c2)OCO3)no1 | 1.6% | ? | 1.5% | 13.6% | 0.1% | 0.0% | -0.4 | -27.2% | 0.8% | 2.9% | ?
COc1ccc(/C=C/C(=O)c2cc(F)ccc2OC(=O)c2ccccc2OC)cc1OC | 2.6% | ? | -2.3% | 11.5% | -5.6% | 0.1% | 7.7 | -19.5% | -2.6% | 3.4% | ?
CC(=O)Nc1ccc(C(=O)OCC(=O)N(c2ccccc2)C2CCS(=O)(=O)C2)cc1 (configuration not stated) | -1.7% | 1.8% | -4.7% | 3.2% | 2.9% | -0.2% | -0.9 | 13.2% | -0.6% | 31.5% | 7.9%
O=C(COC(=O)c1cnc(Cl)c(Cl)c1)Nc1cccc(S(=O)(=O)N2CCOCC2)c1 | 6.3% | 5.7% | · | 4.7% | -1.2% | 3.5% | -15.9 | -5.6% | -2.4% | 4.9%[46.1 µM] | -0.2%
OCCC1CN(Cc2ccccc2-c2ccco2)CCN1Cc1ccsc1 (configuration not stated) | -0.2% | -1.5% | 3.1% | 10.4% | 1.7% | 0.1% | 0.1 | -2.3% | -2.1% | -4.3% | -1.0%
